Screening data (PubChem)
TRb SRC2 PPI: TRbeta-SRC2 interaction inhibition. TRbeta-SRC2 peptide binding, fluorescence polarization; receptor liganded with 1 µM T3. Potency, µM (series often up to 106 µM), inactives show at the top dose activity change, negative = inhibition, hits mostly inhibitors. P10828. actives 0.065% (n = 280,000);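 further: plate controls were bound peptide for no effect and peptide without receptor for full effect; nearly all actives have a fitted effect of over 50% in size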
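TRb LBD 0.6 uM + Texas Red SRC2 peptide 20 nM, 1 uM T3, Tris buffer w/ 5% DMSO; compound pinned, 5 h RT; FP read ex 555/em 632; normalized to unbound and bound controls.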
Lamin A splicing: changes lamin A minigene splicing in HeLa cells; HeLa LMNA splicing GFP/RFP minigene ratio, 48 h; Potency, µM (titrated, usually from 46.1 µM), for the others: top-dose ratio change, negative = inhibition, hits mostly inhibitors; actives 0.01% (n = 200,000); active means well fitted inhibition curve with a large enough effect in the signal ratio, with a control signal flat, not every such curve was filed as active; inconclusive means small, poorly fitted or top-dose-only effect, or effect the other way, or a change in a side signal; the % refers to the signal ratio; further: on the % scale 0 is the no-effect control and ±100 the full control effect
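S3 HeLa cells stably expressing lamin A-EGFP splicing minigene plus DsRed2, 600 cells/well, 48 h compound exposure at 37C. Laser-scanning cytometry; analysed as GFP (500-530 nm)/RFP (575-640 nm) total intensity ratio; 0.5% DMSO vehicle.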
ALDH1A1 inh: blocks purified human ALDH1A1 activity; Purified ALDH1A1, NADH fluorescence, propionaldehyde substrate; Potency, µM (highest dose often 75.3 µM), for the others: top-dose activity, negative = inhibition, usual class: inhibitors; actives 7.3% (n = 220,000); active means well fitted inhibition curve with a large enough effect, not every such curve was filed as active; inconclusive means small, poorly fitted or top-dose-only effect, or another doubt; inactive means no such curve, though single readings can be large or run the other way;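 further: plate controls were no enzyme wells and a reference inhibitor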
RGS12 GoLoco inh: inhibitors of human Gai1-RGS12 GoLoco interaction (red fluorophore) | P63096 | Gai1:RGS12 GoLoco peptide FP, rhodamine, 10 min | AID 880 | Potency, µM (highest dose often 61.6 µM), without a hit: at the highest dose activity, negative = inhibition, actives largely listed as inhibitors | actives 0.44% (n = 230,000); active means well fitted inhibition curve with a large enough effect, not every such curve was filed as active; inactive means no such curve, though single readings can be large or run the other way; further: on the % scale 0 is the no-effect control and ±100 the full control effect; nearly all actives have a fitted effect of over 30% in size; many of its hits are not listed in these tables
Target sequence (P63096 whole entry, looked up): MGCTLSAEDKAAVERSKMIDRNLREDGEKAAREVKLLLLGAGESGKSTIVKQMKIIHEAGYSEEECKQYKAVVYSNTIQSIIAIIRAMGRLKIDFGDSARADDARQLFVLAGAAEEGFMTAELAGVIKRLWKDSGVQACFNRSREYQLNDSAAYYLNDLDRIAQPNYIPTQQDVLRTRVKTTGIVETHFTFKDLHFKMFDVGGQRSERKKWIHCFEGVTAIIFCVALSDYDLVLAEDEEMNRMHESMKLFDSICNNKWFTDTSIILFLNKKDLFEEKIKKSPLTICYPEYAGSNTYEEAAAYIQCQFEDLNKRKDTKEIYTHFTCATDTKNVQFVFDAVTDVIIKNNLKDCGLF
RECQ1 helicase: blocks DNA unwinding by human RECQ1 | Potency, µM (series often up to 57.3 µM), inactives show at the top dose activity, negative = inhibition, usual class: inhibitors | RECQ1 DNA unwinding, red fluorescence kinetic read | P46063 | actives 0.54% (n = 240,000);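 further: plate controls were vehicle for no effect and no enzyme for full effect; nearly all actives have a fitted effect of over 30% in size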
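50 nM RECQ1T1 preincubated 15 min with compound in Tris pH 8.0 buffer with MgCl2, DTT, Tween-20 and 2.5 ug/ml poly(dI-dC); started with 200 nM TAMRA/BHQ-2 forked duplex and 2 mM ATP. Unwinding read as fluorescence (525/598 nm), two reads 2 h apart.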
TexasRed fluor: counter-screen for TRb-SRC2 inhibitors: fluorescence interference; TRb/SRC2 Texas Red total fluorescence interference; Potency, µM (top dose mostly 106 µM), without a hit: at the highest dose fluorescence change, negative = quenching; actives 0.29% (n = 280,000); active means well fitted curve in either direction with a large enough effect; inconclusive means small, poorly fitted or top-dose-only effect; further: on the % scale 0 is the no-effect control and ±100 the full control effect
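Flags fluorescent or light-absorbing compounds by total fluorescence, S + 2P, at 555 nm excitation and 632 nm emission. Mixture: 20 nM Texas Red SRC2 peptide, 0.6 uM human TRb LBD, 1 uM T3, 5% DMSO; compound exposure 5 h at ambient temperature.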
KDM4E inh: inhibitors of human JMJD2E histone demethylase; JMJD2E catalytic domain, FDH-coupled NADH fluorescence (FDH is formaldehyde dehydrogenase); Potency, µM (doses to about 57.1 µM), for inactives: at the top dose activity change, negative = inhibition, hits mostly inhibitors; actives 1.6% (n = 230,000); active means well fitted inhibition curve with a large enough effect, not every such curve was filed as active; inconclusive means small, poorly fitted or top-dose-only effect, or another doubt; inactive means no such curve, though single readings can be large or run the other way;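 further: 0% = wells with enzyme and -100% = buffer wells without enzyme; nearly all actives have a fitted effect of over 50% in size; many of its hits are not listed in these tables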
Target sequence (B2RXH2 1-337 limits assumed): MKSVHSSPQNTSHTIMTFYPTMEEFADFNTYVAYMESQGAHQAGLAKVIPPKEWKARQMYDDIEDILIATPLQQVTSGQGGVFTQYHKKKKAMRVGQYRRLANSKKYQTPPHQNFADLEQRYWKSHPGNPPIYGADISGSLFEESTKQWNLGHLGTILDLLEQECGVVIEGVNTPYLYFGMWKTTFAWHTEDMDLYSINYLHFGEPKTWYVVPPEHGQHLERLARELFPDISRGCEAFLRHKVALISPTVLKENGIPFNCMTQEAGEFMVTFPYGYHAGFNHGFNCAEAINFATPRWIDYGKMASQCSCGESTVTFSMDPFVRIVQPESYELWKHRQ
SMN2 splice up: increases expression of the SMN2 splice variant. HEK293 SMN2-luciferase splicing reporter, luminescence, 30-36 h. actives 2.8% (n = 210,000). AID 1458. Potency, µM (series often up to 46.1 µM), for the others: at the top dose activity change, positive = activation, hits mostly activators; further: % of control where 0% means no effect; nearly all actives have a fitted effect of over 55% in size
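qHTS luciferase splicing reporter: luminescence rises when SMN2 exon 7 is included in transfected HEK293 cells. Compound exposure lasted 30-36 h at 37C, with 4.5 mM final sodium butyrate as control, followed by a ONE-Glo read.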
Active calls of the source: *; i = inactive; u = inconclusive; x = no result given; [ ] = another dose, or the depositor's remark. Unless noted, the call rests on the fitted dose curve; in most records, active means well fitted curve in the direction sought with a large enough effect; inconclusive means small, poorly fitted or top-dose-only effect, or another doubt; inactive means no such curve, though single readings can be large; an effect the other way counts as inactive or inconclusive. Potency means the concentration at half of the fitted maximal effect. Not all compounds are listed. The share of hits here may be higher or lower than overall.

SMILES	TRb SRC2 PPI	Lamin A splicing	ALDH1A1 inh	RGS12 GoLoco inh	RECQ1 helicase	TexasRed fluor	KDM4E inh	SMN2 splice up
O=C(c1cc(N2C(=O)C3C4CCC(C4)C3C2=O)ccc1Cl)N1CCCCCC1 (stereo not given)	1%	x	-3%	6%	i	-1%	9%	-2%
O=C(NCc1ccc(N2CCCC2=O)cc1)c1cn(Cc2ccccc2)nn1	0%	1%	4%	-4%	-15%	1%	5%	-7%
CCOC(=O)C1CCN(C(=O)Nc2c(-c3ccccc3)noc2C)CC1	4%	x	x	2%	-6%	-3%	4%	x
O=C1c2ccccc2C(Nc2ccc(S(=O)(=O)N3CCCCC3)cc2)N1Cc1ccco1 (stereo not given)	14%	-10%	u	-4%	-6%	2%	-7%	-19%
O=c1cc(O)n(-c2ccccc2F)c(=S)[nH]1	-3%	3%	-6%	30%[activator]	-1%	-2%	-2%	-13%
CC(=O)N(c1ccc(Br)cc1)C1C=CS(=O)(=O)C1 (stereo not given)	-6%	-4%	11%	5%	-3%	0%	4%	-3%
O=C1c2ccccc2C(=O)N1CC(O)Cn1nnc2ccccc21 (stereo not given)	-4%	-5%	u	5%	-3%	-5%	8%	15%
CCn1c(=O)[nH]c2cc(C(=O)Nc3cc(C)cc(C)c3)ccc2c1=O	-9%	x	u	-2%	i	-5%	-1%	-32%[inhibitor]
CCc1c(O)nc2sc3ccccc3n2c1=O	-4%	-6%	11%	7%	-9%	-1%	5%	-11%
O=S(=O)(NCc1ccccn1)c1ccc(Br)s1	-11%	6%	5%	-4%	i	-2%	3%	5%
O=C(CN1N=C(c2ccccc2)CCC1=O)NCc1ccccc1	-4%	u	-2%	3%	-6%	-7%	11%	x
O=C(O)c1ccc(/C=N/O)cc1	-2%	x	x	5%	-16%	-4%	-8%	x
O=C(Nc1nc(-c2ccccc2)cs1)c1ccc(N2CCOCC2)c([N+](=O)[O-])c1	6%	u	-6%	13%	-6%	0%	-9%	-105%[inhibitor]
C(=N\NCc1ccccc1)/c1ccc2nccnc2c1	0%	x	x	3%	3%	-2%	-10%	x
COc1ccc(C(=O)c2cnc[nH]2)cc1	4%	x	x	-2%	-11%	0%	-23%	x
O=C(CSc1nnc(CNc2ccc(Cl)cc2)o1)Nc1nc2ccccc2s1	-8%	15%	8%	-5%	-1%	-6%	7%	-5%
O=C(Nc1ccccc1N1CCOCC1)c1ccc(Br)o1	-3%	-3%	u	-16%	-9%	3%	2%	-2%
Cc1ccc(S(=O)(=O)Oc2ccc(/C=C(/NC(=O)c3ccccc3)C(=O)Nc3ccccc3)cc2)cc1	-1%	4%	u	-11%	-5%	-2%	-5%	15%
Cc1cccc(CN2C(=O)N/C(=C/c3cc(C)n(-c4cc(C)ccn4)c3C)C2=O)c1	-2%	-3%	u	24%	-4%	3%	u	-19%
CCCC(=O)Nc1ccc2oc(=O)ccc2c1	-3%	2%[46 µM]	u	-1%	7%	-2%	u	-42%[inhibitor]
Cc1[nH]c2ccccc2c1C(=O)CSc1nncn1C	-14%	-6%	1%	4%	-1%	0%	-1%	-1%
CCOC(=O)C1CCN(C(=O)CCc2c(C)nc3cc(-c4ccc(OC)cc4OC)nn3c2C)CC1	8%	x	u	16%	-2%	0%	u	-21%
COc1ccccc1CN(C(=O)CCl)C(C(=O)NC1CCCCC1)c1ccncc1 (stereo not given)	-7%	-1%	u	-26%	3%	2%	u	2%
COc1ccc(CCNC(=O)C2CCN(S(=O)(=O)N3CCOCC3)CC2)cc1OC	0%	4%	u	8%	-2%	-7%	1%	-5%
CC(=O)N1CCOCCOCCN(C(C)=O)CCOCC1	9%	x	-11%	-6%	2%	-2%	0%	-36%[inhibitor]
NS(=O)(=O)c1ccc2c(c1)oc(=O)c1cc(S(N)(=O)=O)ccc12	0%	x	10%	10%	-11%	-5%	0%	x
OCCN(CCO)CC(O)COc1ccc(C23CC4CC(CC(C4)C2)C3)cc1 (stereo not given)	-1%	10%	3%	0%	-3%	-5%	1%	-27%
Cc1cccn2c(=O)c3cc(C#N)c(=O)n(Cc4cccnc4)c3nc12	-2%	-2%	u	8%	12%	-5%	u	5%
COc1cc(NC(=O)COC(=O)C=C(C)C)c(C)cc1[N+](=O)[O-]	1%	1%[46 µM]	-9%	-5%	19%	-3%	-6%	2%
COc1ccc(C(=O)Nc2nnc(CCS(=O)(=O)c3ccc(C)cc3)s2)cc1	4%	13%[9.22 µM]	-1%	1%	1%	-1%	7%	5%

3 structures out of the list, ordered by SMILES length, low to high.
SMILES	TRb SRC2 PPI	Lamin A splicing	ALDH1A1 inh	RGS12 GoLoco inh	RECQ1 helicase	TexasRed fluor	KDM4E inh	SMN2 splice up
CC(=O)N1CCOCCOCCN(C(C)=O)CCOCC1	9%	x	-11%	-6%	2%	-2%	0%	-36%[inhibitor]
Cc1[nH]c2ccccc2c1C(=O)CSc1nncn1C	-14%	-6%	1%	4%	-1%	0%	-1%	-1%
COc1ccc(C(=O)Nc2nnc(CCS(=O)(=O)c3ccc(C)cc3)s2)cc1	4%	13%[9.22 µM]	-1%	1%	1%	-1%	7%	5%

Further compounds.
SMILES	TRb SRC2 PPI	Lamin A splicing	ALDH1A1 inh	RGS12 GoLoco inh	RECQ1 helicase	TexasRed fluor	KDM4E inh	SMN2 splice up
CCCCC(C(=O)O)C(C)CC(=O)Nc1cccc(C(=O)O)c1 (stereo not given)	3%	4%	11%	x	-6%	1%	-2%	x
CCOC(=O)c1ccc(NC(=O)CSc2nnc(CNc3ccc(C)cc3)n2C)cc1	4%	-7%	1%	11%	-3%	-2%	3%	-10%
CC(C)(C)NS(=O)(=O)c1ccc(NS(=O)(=O)c2ccc(F)cc2)cc1	3%	-11%	u	-5%	-5%	-1%	2%	2%
COC(=O)c1ccc(COc2ccc(/C=N/NC(=O)C(=O)Nc3ccc(OC)cc3)cc2OC)o1	-3%	x	x	7%	21%	-1%	-8%	x
COc1ccc(Br)cc1/C=C/C(=O)Nc1ccc2ccccc2c1	8%	u	2%	16%	-8%	-1%	u	-4%
CCC(C(=O)C(C)C(O)C(C)CCc1ccc(C)c(O)c1C(=O)O)C1OC(CC)(C2CC[C@@](O)(CC)C(C)O2)CC1C (stereo not given in full)	2%	u	-1%	13%	5%	0%	-10%	-61%[inhibitor]
CCn1nc(C)c(CNC(=O)CCc2nnc(Cc3c[nH]c4ccccc34)o2)c1C	3%	x	5%	2%	-10%	-3%	-3%	x
O=C(NCCN1CCOCC1)c1cc2cc(Br)ccc2oc1=O	-1%	5%	-11%	-2%	-6%	-1%	1%	-3%
CCn1cc(CN2CCCC(C(=O)c3ccc(-c4ccccc4)cc3)C2)cn1 (stereo not given)	-6%	x	-4%	11%	i	-5%	7%	x
CC(C)Cc1cc(C(=O)N2CCC(N3CCC(C(=O)NC4CC4)CC3)CC2)n[nH]1	-1%	9%[46 µM]	u	16%	14%	-3%	-6%	x
Clc1cccc(Oc2cnc3ccccc3n2)c1	-7%	4%	-3%	-4%	-3%	-2%	8%	13%
O=C(O)/C=C/c1ccccc1[N+](=O)[O-]	0%	x	x	3%	-1%	-3%	0%	x
COc1cccc(CN2C(=O)CCC2(C)C(=O)NC2CCCCCC2)c1 (stereo not given)	1%	10%	9%	10%	5%	1%	6%	-13%
CC1CCN(C(=O)CSc2ccc(-c3cccc([N+](=O)[O-])c3)nn2)CC1	2%	x	5%	-4%	i	-3%	0%	-19%
Cc1cc([N+](=O)[O-])ccc1NCc1ccccc1	-11%	12%	-1%	8%	0%	-1%	-3%	-9%
CCNc1ncc2nc(-c3ccc(Cl)cc3)c(=O)n(C3CC3)c2n1	x	x	u	13%	-7%	x	x	3%
COc1nnc(-c2ccc(C)c(S(=O)(=O)NCCO)c2)c2ccccc12	-7%	u	2%	-16%	1%	-8%	-10%	-5%
COc1ccc(/C=C2\N=C(SC)NC2=O)cc1	0%	7%	-8%	-4%	-3%	-2%	1%	2%
COc1ccc(/C=C/C(=O)c2ccc(Cl)s2)cc1O	-2%	u	u	-12%	-20%	-6%	-28%	-12%
CC1CCN(C(=O)c2cccc(S(=O)(=O)N3CCCCC3)c2)CC1	-3%	u	0%	-1%	-9%	0%	-7%	-12%
CCCCc1ccc(NC(=O)c2ccc(NS(C)(=O)=O)cc2)cc1	7%	30%[46 µM]	0%	9%	18%	-1%	u	-6%
Clc1ccc(-c2ccnc(-n3cccc3)n2)s1	-6%	3%[46 µM]	u	8%	-1%	-1%	-27%	16%
Cc1nn(C)c(C)c1N1C(=O)c2cccc3c(Br)ccc(c23)C1=O	u	u	2%	5%	-9%	0%	4%	-7%
O=C(c1ccc(Cl)cc1)C1CCCN(Cc2cccn2-c2cccnc2)C1 (stereo not given)	1%	14%[46 µM]	4%	15%	-2%	-1%	18%	x
CC1(C)CC(O)C(CCC(O)c2ccccc2)C(C)(C)N1 (stereo not given)	-2%	1%	0%	1%	i	-3%	-1%	5%
O=c1c2ccccc2c(C=Nc2ccc(O)cc2)c(O)n1Cc1ccccc1	3%	x	x	7%	-18%	-8%	-24%	x
CCOc1ccc(NC(=O)CNC(=O)c2cn(-c3ccccc3OC)c(=O)c3ccccc23)cc1	3%	-7%	-10%	-4%	-9%	-1%	-2%	-5%
Cc1ccc(-c2csc(N=C(N)N)n2)c(C)c1	-6%	x	-7%	6%	-7%	-1%	7%	x
CC(C)C(c1nnnn1CCc1ccccc1)N1CCN(C(=O)c2ccco2)CC1 (stereo not given)	-5%	-12%	u	3%	i	0%	2%	-2%
CCCOc1ccc(C(NC(=O)CC(C)C)NC(=O)CC(C)C)cc1OC	-6%	-4%	6%	3%	-4%	-2%	8%	5%
CCCSC1=C(C#N)C(c2cccs2)CC(=O)N1 (stereo not given)	-7%	x	x	-24%	-1%	3%	-5%	x
CC(=O)/C=C1/SC(CC(=O)O)C(=O)N1c1ccccc1 (stereo not given)	-2%	-7%	-3%	-4%	i	-4%	-1%	-9%
Clc1ccc(-c2nc(C3CCCCC3)no2)cc1	-8%	20%[46 µM]	-6%	1%	-1%	-1%	6%	u
CCCNC(=O)CSc1nc2ccccc2c(=O)n1CCC	-1%	u	u	2%	i	-7%	-3%	-12%
